VLA-4 inh = inhibition in human VLA-4 binding assay, primary screen, VLA-4 allosteric modulator project, MLPCN library, flow cytometry, VLA-4 expressing cells. Integrin alpha-4 (Homo sapiens), P13612. ligand binding flow cytometry. inhibition, % (about 7 µM as worked out from the volumes in the protocol). 330,000 compounds, 0.2% hits; in the data active = inhibition above about 50%
GASC-1 inh = inhibitors of GASC-1 histone demethylase, primary screen, biochemical, fluorescence, DELFIA europium; Lysine-specific demethylase 4C (Homo sapiens), Q9H3R0; GST-JMJD2C(1-420) H3K9me3 demethylation; inhibition, % at 2.35 µM; 330,000 compounds, 0.069% hits; AID 2099, 2009;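 active = more than half of a compound's replicate wells show inhibition beyond 50%, single wells judged on their own value; inconclusive = some, but no more than half, of replicates pass 50% inhibition; inactive = no replicate passes 50% inhibition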;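 note: signal counts dimethyl H3K9 product captured on neutravidin plate; 0% = median of DMSO wells and 100% = 0.3 times that DMSO median; strong numbers were not always called active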
Target sequence (Q9H3R0 1-420 limits assumed): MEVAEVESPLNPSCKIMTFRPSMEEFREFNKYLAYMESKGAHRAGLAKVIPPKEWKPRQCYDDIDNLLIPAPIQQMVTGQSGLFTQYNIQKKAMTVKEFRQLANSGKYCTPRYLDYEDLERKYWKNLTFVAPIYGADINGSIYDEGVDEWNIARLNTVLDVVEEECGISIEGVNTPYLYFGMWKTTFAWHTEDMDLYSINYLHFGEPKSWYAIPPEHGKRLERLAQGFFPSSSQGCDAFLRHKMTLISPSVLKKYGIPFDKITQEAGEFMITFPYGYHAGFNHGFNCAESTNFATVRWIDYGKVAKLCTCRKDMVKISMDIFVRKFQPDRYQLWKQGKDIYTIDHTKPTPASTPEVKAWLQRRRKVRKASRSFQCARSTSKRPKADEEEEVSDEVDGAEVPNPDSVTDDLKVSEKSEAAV
AGP1 TOR yeast = modulators of AGP1-GFP expression in yeast TOR pathway, primary screen, cell-based, multiplex flow cytometry, S. cerevisiae, MLPCN library; 3 h; GFP as percent of DMSO wells; GFP response vs DMSO, % at 10 µM; 320,000 compounds, 0.02% hits;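 active = GFP response relative to DMSO above a set limit, near screen average plus 3 SD, cut at about 150% in these data; inconclusive = fewer than 70 cells counted for the yeast strain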;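 note: median GFP channel fluorescence of the gated AGP1 strain per well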
RPL19A-GFP yeast = RPL19A-GFP expression modulators in yeast, primary screen, cell-based, S. cerevisiae, multiplex flow cytometry, MLPCN. S. cerevisiae RPL19A-GFP strain, 3 h; active compounds read low. percent response vs DMSO, % at 10 µM. 330,000 compounds, 0.3% hits. AID 2025, 2009;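 active = percent response vs DMSO below 50%; inconclusive = fewer than 70 events counted for the yeast strain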;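 note: median channel GFP fluorescence of the barcoded RPL19A-GFP strain; ratio of sample median GFP to plate DMSO average so 100% = DMSO; lower means less RPL19A-GFP as with rapamycin TOR inhibition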
MEP2-GFP yeast = modulators of MEP2-GFP levels in yeast, primary screen, S. cerevisiae, multiplex flow cytometry, MLPCN library; 330,000 compounds, 0.51% hits; AID 2016, 2009; S. cerevisiae MEP2-GFP strain, 3 h; 100% = DMSO control level; GFP response vs DMSO, % at 10 µM;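 active = GFP response versus DMSO above a set limit, roughly screen mean plus 3 SD, cut at about 180% in these data; inconclusive = fewer than 70 cells counted for a yeast strain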;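 note: median GFP fluorescence of the barcode-gated MEP2-GFP cells per well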
CIT2-GFP yeast = modulators of CIT2-GFP expression in yeast, primary screen, S. cerevisiae, GFP fusion, multiplex flow cytometry, MLPCN library; S. cerevisiae CIT2-GFP strain, 3 h; 100 means same as DMSO wells; 320,000 compounds, 0.065% hits; GFP response vs DMSO, % at 10 µM;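 active = GFP response relative to DMSO above a set limit, near the screen mean plus 3 SD, cut at about 150% in these data; inconclusive = Fewer than 70 cells measured for a yeast strain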;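 note: ratio of well median GFP fluorescence to mean of DMSO wells on the plate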
GRK2 aptamer HTS = compounds blocking aptamer binding on GRK2 – biochemical, human GRK2, bead flow cytometry, HTS, primary screen | inhibition of aptamer binding, % at 10 µM | 330,000 compounds, 0.59% hits | FAM-aptamer displacement from GRK2 | Beta-adrenergic receptor kinase 1 (Homo sapiens), P25098;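 active = inhibition of aptamer binding above 40%, roughly 3 SD of noise, on plates passing a quality check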;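 note: median bead fluorescence of bound FAM aptamer so fluorescent compounds give negative values; no value below 0 was filed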
Target sequence (P25098 whole entry, looked up): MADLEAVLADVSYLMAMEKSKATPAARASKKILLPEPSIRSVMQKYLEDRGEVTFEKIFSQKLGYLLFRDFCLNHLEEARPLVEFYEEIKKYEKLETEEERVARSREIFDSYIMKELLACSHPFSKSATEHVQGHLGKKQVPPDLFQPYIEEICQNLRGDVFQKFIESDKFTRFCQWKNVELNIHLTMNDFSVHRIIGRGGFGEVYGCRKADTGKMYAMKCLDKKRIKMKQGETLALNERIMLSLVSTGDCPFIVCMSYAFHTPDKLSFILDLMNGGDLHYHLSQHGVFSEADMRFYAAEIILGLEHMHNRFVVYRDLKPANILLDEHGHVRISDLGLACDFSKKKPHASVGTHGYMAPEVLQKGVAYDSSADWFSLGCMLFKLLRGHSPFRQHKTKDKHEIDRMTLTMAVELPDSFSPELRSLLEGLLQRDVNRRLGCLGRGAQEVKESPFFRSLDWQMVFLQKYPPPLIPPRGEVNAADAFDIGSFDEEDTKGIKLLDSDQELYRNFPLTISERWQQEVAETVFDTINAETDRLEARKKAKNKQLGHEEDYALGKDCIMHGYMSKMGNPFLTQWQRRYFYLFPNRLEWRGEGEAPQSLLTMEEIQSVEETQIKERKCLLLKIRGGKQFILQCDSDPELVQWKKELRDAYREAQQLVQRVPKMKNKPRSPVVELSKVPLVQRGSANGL
LAP4-GFP MLPCN = modulators of LAP4-GFP expression in yeast, primary screen, S. cerevisiae, multiplex flow cytometry, MLPCN library; 3 h; median GFP as percent of DMSO wells; GFP response vs DMSO, % at 10 µM; 320,000 compounds, 0.34% hits; AID 2023, 2009;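 active = GFP response vs DMSO above a set limit, about the screen mean plus 3 SD, cut at about 150% in these data; inconclusive = under 70 cell events counted for the yeast strain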
The depositor's hits bear a star; ? = inconclusive; nt = no result given.

SMILES	VLA-4 inh	GASC-1 inh	AGP1 TOR yeast	RPL19A-GFP yeast	MEP2-GFP yeast	CIT2-GFP yeast	GRK2 aptamer HTS	LAP4-GFP MLPCN
Cc1ccc(C2=N/C(=C/c3cccs3)C(=O)N2Nc2ccccc2)cc1	-10	2	99	90	92	78	5	123
CC(/C=N/NC(=O)c1cc(C(C)C)[nH]n1)=C\c1ccccc1	8	1	96	102	110	102	3	95
CCC(C)N1C(=O)N(C)C2NC(=O)NC21 (stereo unspecified)	-4	1	103	106	107	101	0	93
COc1ccc(-n2c(SCC(=O)Nc3cc(C)on3)nc3c([nH]c4ccccc43)c2=O)cc1OC	10	-6	105	99	104	99	0	109
CCOC(=O)C(NC(=O)NCc1ccc(F)cc1)(OCC)C(F)(F)F (stereo unspecified)	22	6	96	104	108	99	0	94
CCOC(=O)CC(=O)NC(CC(=O)OC)c1ccc(C(C)C)cc1 (stereo unspecified)	-4	-16	90	93	95	88	2	88
c1ccc(-c2nnc3sc(-c4ccncc4)nn23)cc1	1	-7	96	96	100	95	5	101
C=COCCNC(=O)C(=O)NC(C)C	0	-1	100	102	96	113	3	92
Cc1ccc(N2CC(C(=O)N3CCCc4ccccc43)CC2=O)cc1 (stereo unspecified)	25	-3	111	105	111	100	3	106
Cc1ccc(NC(=O)c2ccc3[nH]c(=O)c(=O)[nH]c3c2)nc1	6	-9	92	99	103	101	1	102
Cc1ccc(OCC(=O)N2CCCC(CO)(CCOc3ccccc3)C2)cc1 (stereo unspecified)	6	-4	92	104	93	90	8	88
O=C(Nc1nc2cc3c(cc2s1)OCCO3)c1cccs1	0	3	92	102	121	107	1	98
CCc1noc(C)c1C(=O)NNC(=O)COc1cc(C)ccc1C	14	3	96	94	102	92	0	98
Cc1ccc(C(=O)COC(=O)C2CC3CCCC(C2)C3=O)cc1[N+](=O)[O-] (stereo unspecified)	0	0	99	97	89	93	0	97
O=c1[nH]c2ccccc2cc1CN(Cc1ccco1)S(=O)(=O)c1ccccc1	-3	4	102	99	105	109	5	98
CN(Cc1ccc2c(c1)OCO2)C(=O)c1cc(-c2ccccc2)c(N2CCOCC2)s1	9	0	95	98	97	84	0	116
CCOC(=O)CSc1ccc2nnc(CCNS(=O)(=O)c3ccccc3)n2n1	6	-2	93	99	92	96	0	85
O=C(Cc1ccccc1)N1CCC(c2nc(-c3ccc(F)cc3)no2)CC1	-2	-2	99	103	105	113	1	101
CC1CC(C)CN(C(=O)CSc2nnc(CSc3ncccn3)n2C)C1 (stereo unspecified)	-1	-2	105	103	103	101	3	100
COc1ccc(OC)c(NC(=O)C2CCN(C(=O)C3CC(=O)N(c4ccc(C)cc4)C3)CC2)c1 (stereo unspecified)	-144	-8	93	96	103	110	2	95
Cn1c(=O)c2c(nc(-c3ccccc3)n2C)n(Cc2ccccc2)c1=O	18	0	103	96	100	95	7	90
CC1CCN(C(=S)NC(=O)c2ccc(F)cc2)CC1	2	5	99	96	106	97	0	97
Cc1ccccc1OCC(=O)OC(C(=O)c1ccccc1)c1ccccc1 (stereo unspecified)	10	-1	101	103	104	103	2	96
Cc1ccc(C)c(NC(=O)CN(C)C(=O)c2cccc(S(=O)(=O)N(C)C)c2)c1	-7	-4	96	85	107	nt	1	89
CCOc1ncccc1C(=O)OC(C)C(=O)NC(=O)NC1CCCCC1 (stereo unspecified)	3	-1	97	94	98	102	0	95
CC(=O)N1CC(=O)N(CC(=O)Nc2ccc(Br)cc2)C1=S	-1	-32	93	103	100	113	0	96
CCOC(=O)C1CN(S(C)(=O)=O)c2cc(CC(=O)OC)ccc2O1 (stereo unspecified)	-16	26	93	95	96	97	3	95
CCC(C(=O)OC(C)C(=O)Nc1ccc(Cl)cn1)c1ccccc1 (stereo unspecified)	-3	-1	91	112	99	112	0	80
Cc1nn(-c2ccccc2)c(/N=C/c2ccc(O)cc2)c1-c1ccccc1	1	8	103	102	84	108	0	103
COc1ccc(C2c3ccc4ccccc4c3Oc3ncn4nc(Cc5ccccc5)nc4c32)cc1OC (stereo unspecified)	9	-8	96	95	97	104	0	98
O=c1ccc(-c2ccc(S(=O)(=O)N3CCN(c4ccccc4)CC3)o2)n[nH]1	1	3	75	88	92	92	0	?
COc1ccc(-c2[nH]ncc2CNC(C)c2ccccc2Cl)cc1F (stereo unspecified)	9	6	102	101	102	95	1	95
O=[N+]([O-])c1c(NCCCO)cc(Sc2nc3ccccc3s2)c2nonc12	19	-2	98	98	98	90	2	113
C#Cc1ccc([C@H]2C=C(C(=O)Nc3ccccc3)O[C@@H](OCc3ccc(CO)cc3)C2)cc1	5	6	99	99	103	89	0	107
Cc1ccc(Sc2cc(C(=O)NCCN(C)C)c3ccccc3n2)cc1	11	5	96	99	99	103	0	103
Cc1ccc(C(=O)Nc2ccc(NC(=O)c3cccs3)cc2)cc1[N+](=O)[O-]	30	-1	106	109	108	106	0	94
Fc1ccc(CNC(=S)Nc2cccc(C(F)(F)F)c2)cc1	-15	-1	105	106	100	101	0	110
CN(c1ccccc1)S(=O)(=O)c1cccc(NC(=O)c2cc3ccccc3oc2=O)c1	-10	2	104	97	103	110	0	104
Cc1ccc(C)c(NC(=O)CN2C(=O)CNC2=O)c1	-3	5	92	94	103	93	0	96
Nc1nnc(CC(=O)N/N=C/c2ccccc2OCc2ccccc2F)s1	0	-2	109	95	84	109	0	113
CC(C)c1ccc(Nc2nnc(SC3CCOC3=O)s2)cc1 (stereo unspecified)	28	-3	94	97	103	90	1	99
CC/C(=N\O)c1c(O)c2c(n(-c3ccccc3)c1=O)CCCC2	-13	-6	106	104	106	105	0	102
O=C(NC1CCNCC1)C1CCCCC1	0	-6	97	100	104	98	0	97
O=[N+]([O-])C(=C1Nc2ccccc2N1)/C(Cl)=C(/Cl)Br	0	-9	95	105	101	95	0	92
COc1ccc2[nH]c(=O)c(CN(Cc3cccnc3)C(=S)NCC3CCCO3)cc2c1 (stereo unspecified)	-10	17	95	94	92	97	0	95
CCOC(=O)c1cnc2c(C)cccc2c1Nc1cccc(C(=O)O)c1	14	-4	107	101	104	99	4	108
CCOc1ccccc1NC(C)C(=O)Nc1cc(C(F)(F)F)ccc1N1CCOCC1 (stereo unspecified)	-4	-3	99	105	107	99	0	97
CCOC(=O)c1c(NC(=O)CSc2nnc(CNc3ccc(C)cc3C)o2)sc(C)c1C	-2	-10	102	100	104	105	1	99
S=C(NCCC(c1ccccc1)c1ccccc1)Nc1cccc(Cl)c1	93*	-3	104	101	106	107	1	107
Cc1cc2c(c(SCC#N)n1)C(=O)OC2	10	4	112	105	102	99	3	111
COc1ccc(C(CNC(=O)c2cccc(S(=O)(=O)N3CCOCC3)c2)N2CCOCC2)cc1 (stereo unspecified)	1	-5	104	102	107	104	3	103
Cc1ccc(C(=O)N2CCC3(CC2)NCCc2[nH]cnc23)cc1C	19	9	100	99	104	93	0	108
Cc1cc(C)cc(OCC(O)Cn2nc(C)cc2C)c1 (stereo unspecified)	-1	5	109	109	116	106	0	108
CCOc1ccc(Oc2ccc(NS(=O)(=O)c3cc(C(=O)O)ccc3Cl)cc2)cc1	14	-1	103	100	99	93	0	100
CCOC(=O)c1ccc(CNC(=O)C2CCC(=O)N(Cc3cccc(OC)c3)C2)o1 (stereo unspecified)	6	4	111	107	103	107	0	106
CNC(=O)CN(c1ccc(C(C)C)cc1)S(C)(=O)=O	-8	5	91	94	85	nt	0	87
O=C(NC1CCN(C(=O)N2c3ccccc3Sc3ccccc32)CC1)c1ccccc1Cl	15	3	103	98	105	100	0	110
O=C(CN1CCC(c2nc3ccccc3s2)CC1)N1CCCCC1	-2	0	101	105	96	103	0	96
CC1(CC(=O)Nc2ccccc2)NC(=S)N(c2ccccc2)N1 (stereo unspecified)	-6	-6	104	99	93	99	0	98
NC(=O)C[N+]1(CC#CC(O)(c2ccccc2)c2ccccc2)CCCC1	-20	4	93	91	99	97	1	89
O=C(Nc1cccc(Cl)c1N1CCOCC1)c1ccc([N+](=O)[O-])o1	-1	-9	96	98	92	92	1	108
O=C1CC(C(=O)Nc2cccc(F)c2)n2ncnc2N1 (stereo unspecified)	0	-4	97	103	103	103	2	94
COc1ccc(N2CCN(C(=O)Nc3cccc(C(F)(F)F)c3)CC2)cc1	18	-44	32	98	108	122	2	91

15 structures from above, arranged by formula weight, low to high.
SMILES	VLA-4 inh	GASC-1 inh	AGP1 TOR yeast	RPL19A-GFP yeast	MEP2-GFP yeast	CIT2-GFP yeast	GRK2 aptamer HTS	LAP4-GFP MLPCN
O=C(NC1CCNCC1)C1CCCCC1	0	-6	97	100	104	98	0	97
Cc1cc(C)cc(OCC(O)Cn2nc(C)cc2C)c1 (stereo unspecified)	-1	5	109	109	116	106	0	108
CNC(=O)CN(c1ccc(C(C)C)cc1)S(C)(=O)=O	-8	5	91	94	85	nt	0	87
Cc1ccc(C(=O)N2CCC3(CC2)NCCc2[nH]cnc23)cc1C	19	9	100	99	104	93	0	108
CC1(CC(=O)Nc2ccccc2)NC(=S)N(c2ccccc2)N1 (stereo unspecified)	-6	-6	104	99	93	99	0	98
CC(C)c1ccc(Nc2nnc(SC3CCOC3=O)s2)cc1 (stereo unspecified)	28	-3	94	97	103	90	1	99
O=C(CN1CCC(c2nc3ccccc3s2)CC1)N1CCCCC1	-2	0	101	105	96	103	0	96
CCOC(=O)c1cnc2c(C)cccc2c1Nc1cccc(C(=O)O)c1	14	-4	107	101	104	99	4	108
O=[N+]([O-])C(=C1Nc2ccccc2N1)/C(Cl)=C(/Cl)Br	0	-9	95	105	101	95	0	92
O=C(Nc1cccc(Cl)c1N1CCOCC1)c1ccc([N+](=O)[O-])o1	-1	-9	96	98	92	92	1	108
COc1ccc(N2CCN(C(=O)Nc3cccc(C(F)(F)F)c3)CC2)cc1	18	-44	32	98	108	122	2	91
CCOC(=O)c1ccc(CNC(=O)C2CCC(=O)N(Cc3cccc(OC)c3)C2)o1 (stereo unspecified)	6	4	111	107	103	107	0	106
COc1ccc2[nH]c(=O)c(CN(Cc3cccnc3)C(=S)NCC3CCCO3)cc2c1 (stereo unspecified)	-10	17	95	94	92	97	0	95
CCOc1ccc(Oc2ccc(NS(=O)(=O)c3cc(C(=O)O)ccc3Cl)cc2)cc1	14	-1	103	100	99	93	0	100
COc1ccc(C(CNC(=O)c2cccc(S(=O)(=O)N3CCOCC3)c2)N2CCOCC2)cc1 (stereo unspecified)	1	-5	104	102	107	104	3	103

An excerpt from above in order of the LAP4-GFP MLPCN value, largest number first:
SMILES	VLA-4 inh	GASC-1 inh	AGP1 TOR yeast	RPL19A-GFP yeast	MEP2-GFP yeast	CIT2-GFP yeast	GRK2 aptamer HTS	LAP4-GFP MLPCN
CC1(CC(=O)Nc2ccccc2)NC(=S)N(c2ccccc2)N1 (stereo unspecified)	-6	-6	104	99	93	99	0	98
COc1ccc2[nH]c(=O)c(CN(Cc3cccnc3)C(=S)NCC3CCCO3)cc2c1 (stereo unspecified)	-10	17	95	94	92	97	0	95
COc1ccc(N2CCN(C(=O)Nc3cccc(C(F)(F)F)c3)CC2)cc1	18	-44	32	98	108	122	2	91

Bioassay records deposited in PubChem BioAssay by several laboratories.
